From PubChem
OPRM1-OPRD1 ag: agonists of OPRM1-OPRD1 heterodimerization, primary screen, cell-based, luminescence; Mu-type opioid receptor (Homo sapiens) + Delta-type opioid receptor (Homo sapiens), …; activation, % at 9.3 µM; cells; AID 504326, 2011; hit rate 0.3% among 340,000; in the data active means activation above about 18%;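 further: 0% = vehicle-treated cells and 100% = reference agonist; values of inactives mirror those of a sister screen read the other way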
PKA-R1A activ: activators of PKA-R1A holoenzyme, primary screen, biochemical, fluorescence polarization, Cy5-IP20, bovine R1A, mouse PKAc | cAMP-dependent protein kinase type I-alpha regulatory subunit (Bos taurus) + … | PKA-R1A dissociation; scaled: DMSO 0%, 113 µM cGMP 100% | activation, % at 11.4 µM | hit rate 0.083% among 340,000;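 active means percent activation above the mean of all tested compounds plus 3 SD, cut at about 19% in these data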;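 further: higher means more PKAc released from R1A so a rise in polarization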
MOR-DOR inv ag: inverse agonists of MOR-DOR heterodimerization, primary screen, cell-based, luminescence. inhibition, % at 9.3 µM. cell-based MOR-DOR heterodimer luminescence, inverse agonism. AID 504357, 2011. hit rate 0.21% among 340,000; in the data active means inhibition above about 22%, passing the limit was not always enough;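 further: 0% = cells with DMSO and 100% = wells without cells with DMSO; values of inactives mirror those of a sister screen read the other way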
DSG3 Ab inh: inhibitors of pemphigus antibody binding to DSG3, primary screen, biochemical, bead-based, flow cytometry, scFv-GFP; AID 588358, 2011; hit rate 0.48% among 310,000; DSG3-coupled beads, scFv-anti-DSG3-GFP binding; hits give low values; binding (percent of control), % at 10 µM; Desmoglein-3 (Homo sapiens), P32926;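 active means binding more than 3 SD below its plate's average and above zero; inconclusive means below that plate limit but binding exactly zero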;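 further: hits lower antibody fragment binding to DSG3; some compounds called inactive have numbers as strong as hits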
Target sequence (P32926 whole entry, looked up, the tested form may be a part): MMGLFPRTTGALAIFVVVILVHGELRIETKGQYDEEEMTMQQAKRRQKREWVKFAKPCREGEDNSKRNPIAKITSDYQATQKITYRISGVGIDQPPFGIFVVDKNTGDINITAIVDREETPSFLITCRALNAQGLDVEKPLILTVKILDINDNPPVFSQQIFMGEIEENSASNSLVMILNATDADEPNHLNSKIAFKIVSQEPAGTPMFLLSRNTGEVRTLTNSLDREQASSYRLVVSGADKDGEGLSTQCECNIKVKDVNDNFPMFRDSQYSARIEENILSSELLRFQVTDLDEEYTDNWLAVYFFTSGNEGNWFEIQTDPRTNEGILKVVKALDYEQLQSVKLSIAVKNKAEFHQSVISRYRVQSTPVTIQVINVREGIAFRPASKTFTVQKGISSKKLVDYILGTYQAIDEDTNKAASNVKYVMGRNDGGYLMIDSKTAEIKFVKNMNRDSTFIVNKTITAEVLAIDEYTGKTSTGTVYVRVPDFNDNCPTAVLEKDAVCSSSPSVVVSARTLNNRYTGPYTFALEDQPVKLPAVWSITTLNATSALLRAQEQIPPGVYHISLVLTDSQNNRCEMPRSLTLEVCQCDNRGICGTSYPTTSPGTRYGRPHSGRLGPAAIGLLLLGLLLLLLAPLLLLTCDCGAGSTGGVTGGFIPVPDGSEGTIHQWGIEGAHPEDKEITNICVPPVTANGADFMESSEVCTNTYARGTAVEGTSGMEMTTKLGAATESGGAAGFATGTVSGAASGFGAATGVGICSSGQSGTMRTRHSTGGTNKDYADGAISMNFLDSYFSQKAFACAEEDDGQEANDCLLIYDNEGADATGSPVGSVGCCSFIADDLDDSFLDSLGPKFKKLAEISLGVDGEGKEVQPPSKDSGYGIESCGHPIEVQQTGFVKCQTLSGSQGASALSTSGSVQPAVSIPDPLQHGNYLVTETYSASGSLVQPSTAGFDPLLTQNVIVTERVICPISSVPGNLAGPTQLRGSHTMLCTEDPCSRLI
PfHsp90 set2: growth inhibition of PfHsp90-expressing yeast, primary screen, antimalarial PfHsp90 inhibitor project, S. cerevisiae, BacTiter-Glo luminescence, single point, set 2. AID 504621, 2011. BacTiter-Glo ATP, 48 h; yeast lacking PDR1 and PDR3 efflux regulators. inhibition, % at 9.4 µM. hit rate 0.32% among 310,000;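 active means every replicate shows inhibition above about 80%, whatever the replicate mean, limit read from the data; inconclusive means mean inhibition reaches the set limit but some replicate falls short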;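 further: 0% = DMSO neutral controls and 100% = 20 µM radicicol positive controls; yeast relying on Plasmodium falciparum Hsp90 in place of its own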
AddAB inh: growth inhibition of E. coli expressing H. pylori AddAB, primary screen, AddAB inhibitor project, absorbance; inhibition, % at 11.9 µM; hit rate 0.29% among 330,000; AID 435030, 2010; in the data active means inhibition above about 12%;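 further: 0% = vehicle wells of infected cells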
phage Ecoli inh: growth loss of phage-infected E. coli, primary screen, RecBCD inhibitor project, absorbance, with phage, HTS. inhibition, % at 11.9 µM. hit rate 0.26% among 360,000. AID 651602, 2012; in the data active means inhibition above about 11%
Mot1-301 SUMO: yeast Mot1-301 growth rescue at high temperature, primary screen, SUMOylation pathway inhibitor project, S. cerevisiae, ATP luminescence, 38.5C. S. cerevisiae Mot1-301 growth rescue; percent above DMSO median, 100 means doubled. growth rescue, % at 18.8 µM. hit rate 1% among 320,000. AID 2716, 2010;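 active means every valid replicate shows activation above 250% relative to neutral control wells; inactive means the rest, any valid replicate at or below 250%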;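 further: OY570 slx delta 5 strain wells were the positive control but not used for scaling; some compounds called inactive have numbers as strong as hits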
Tat export inh: E. coli Tat export inhibitors, primary screen, MC4100, TorA-mCherry reporter, fluorescence, single point; hit rate 0.036% among 340,000; inhibition, % at 10 µM;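 active means mean replicate inhibition at least 50% and at least half of replicates individually reaching 50%; inconclusive means only one of the two criteria met; inactive means neither criterion met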;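 further: exported cargo escapes ClpAP degradation while cytoplasmic cargo is degraded and loses fluorescence; 0% = median of neutral control wells and 100% = median of NaSCN control wells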
Arr AP2 block: inhibitors of beta-arrestin/AP2 binding, primary screen, biochemical, GPCR trafficking, flow cytometry | beta-arrestin 1 C-terminal peptide binding to AP2 beta2-adaptin appendage (human) | AID 504490, 2011 | FITC-arrestin peptide / GST-AP2 beads; AP2 beta2 appendage carries R879A mutation | hit rate 0.31% among 340,000 | inhibition, % at 10 µM;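 active means inhibition above a set limit, near 3 SD of compounds lacking own fluorescence, cut at about 54% in these data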;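 further: plate controls were DMSO wells for no effect and 5 µM unlabelled arrestin peptide for full effect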
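system = GST-tagged AP2 beta2-adaptin appendage (R879A) on 4 µm glutathione beads | reagent = FITC-labelled arrestin peptide probe, 50 nM final | schedule = compound with beads 12 min RT, then probe 1 h RT | signal = HyperCyt-sampled flow cytometry, FL1 channel, ex 488/em 535 nm | read-out = percent response from loss of bead-bound FITC fluorescence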
Ecoli viability: E. coli V3065 growth inhibition, primary screen, counter-screen for AddAB inhibitor project, absorbance, OD600; 18 h; inhibition, % at 11.9 µM; hit rate 0.27% among 330,000;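 active means inhibition above the campaign's mean inhibition across all tested compounds plus 3 SD, cut at about 9.9% in these data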;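 further: uninfected addAB+ strain grown without phage in ampicillin broth; 0% = DMSO wells and 100% = ciprofloxacin 0.95 µg/ml wells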
* marks the source's active call; other numbers are inactive results; ? = inconclusive; nt = not tested or not shown.

SMILES	OPRM1-OPRD1 ag	PKA-R1A activ	MOR-DOR inv ag	DSG3 Ab inh	PfHsp90 set2	AddAB inh	phage Ecoli inh	Mot1-301 SUMO	Tat export inh	Arr AP2 block	Ecoli viability
CCOC(=S)SCC(=O)Nc1nc(-c2ccc(Br)cc2)cs1	3.3	1	-16	93	-13	1.3	2.5	23	-4	20	-0.5
CC(CN1CCN(C)CC1)OC(=O)c1ccccc1Cl (stereo not drawn)	-2.5	-6	13	105	0	0.6	3.0	346*	-6	8	-0.5
CS(=O)(=O)c1ccc(Sc2nc3ccccc3s2)c([N+](=O)[O-])c1	2.6	2	-14	83	1	1.6	nt	11	2	8	0.3
CS(=O)(=O)N1CCN(C2CCN(Cc3ccccc3)CC2)CC1	-1.1	1	6	85	8	0.4	3.5	6	-5	14	-2.6
CCCCN(C(=O)c1cc(Cl)nc2ccccc12)c1c(N)n(Cc2ccccc2)c(=O)[nH]c1=O	-2.2	5	12	102	nt	1.2	2.5	634	-3	2	0.8
COc1cccc(CN(C(=O)c2cccs2)C2CCS(=O)(=O)C2)c1 (stereo not drawn)	-3.2	-11	17	114	-24	-0.3	-2.1	-7	8	1	-0.9
O=C1CCC(=O)N1c1ccc(S(=O)(=O)Nc2cccc(Br)c2)cc1	-1.1	7	7	91	1	1.4	3.3	13	3	-4	-0.6
O=C(/C=C/c1ccco1)NC1=NCCS1	-0.8	4	4	99	-24	-0.7	0.2	-16	6	25	0.6
CCOC(=O)Nc1cccc(Nc2ccccc2)c1	0.0	-15	0	nt	-27	2.9	4.8	-6	6	5	4.0
COc1ccc(N(CC(=O)N2CCOCC2)S(=O)(=O)c2ccccc2)cc1Cl	1.1	4	-6	110	-1	-0.9	0.2	-10	5	-7	-2.4
COc1ccc([C@H]2CC(=O)C=C(c3cccc(Br)c3)C2)cc1OC	-1.2	-5	7	99	nt	1.6	3.8	22	8	-3	0.4
O=C(Cn1c(NCCO)nc2ccccc21)c1ccc([N+](=O)[O-])cc1	8.3	-23	-38	109	4	0.4	-2.6	-2	-8	6	2.4
O=C(CCC(=O)N1CCN(C(=O)c2ccco2)CC1)c1ccc(F)cc1	-0.8	-4	5	99	-17	0.2	4.3	-7	0	-22	-0.4
CCOC(=O)C1CCN(S(=O)(=O)c2ccc(NC(=O)OC)cc2)CC1	-1.4	-5	8	107	-1	-0.5	0.9	-3	2	-10	-3.3
Cc1occc1-c1nnc(SCC(=O)N2CCCCC2C)o1 (stereo not drawn)	-4.5	-8	18	nt	11	1.9	6.6	2	0	-19	-0.3
COc1ccc(NC(=O)c2ccc(Cc3ccc(C)cc3)o2)cc1	-1.5	-6	9	95	nt	4.5	4.0	8	3	23	-1.3
O=C1c2ccc3c4c(ccc(c24)C(=O)N1c1ccc2ccccc2c1)CC3	2.7	-1	-15	98	-56	0.2	2.0	-15	5	1	-3.8
O=C1CCCC2=C1C(c1ccc(O)cc1)c1c(ccc3ccccc13)N2 (stereo not drawn)	nt	nt	nt	112	-9	2.8	3.5	81	0	-13	-0.3
CC(Sc1nnc(-c2ccccc2F)n1N)C(=O)NCC1CCCO1 (stereo not drawn)	-0.2	-8	1	95	nt	-2.4	2.5	208	-5	30	-1.5
Cc1cc(=O)oc2cc(OCC(=O)N/N=C/c3cc([N+](=O)[O-])ccc3O)ccc12	0.5	-6	-3	91	-36	5.6	3.1	-1	-1	5	1.8
Cc1ccc(C2=NC3(CCCCC3)N=C2SCC(=O)Nc2ccc3c(c2)OCCO3)cc1	0.7	-4	-4	113	nt	3.8	1.2	-21	7	0	0.2
CSc1ncccc1C(=O)Nc1cccc(S(=O)(=O)N2CCOCC2)c1	-2.9	4	12	nt	-22	-0.7	5.6	18	-6	-3	1.0
Cc1ccc2nsnc2c1NC(=O)COc1ccccc1	-1.9	-2	9	100	0	4.8	1.1	-22	-4	24	-0.2
CCC(C)NC(=O)C(Cc1ccccc1)n1cccc1 (stereo not drawn)	0.2	4	-1	110	0	-2.4	1.7	39	-8	17	1.7
C=CCn1cnc2scc(-c3ccc(C)cc3)c2c1=O	-1.1	-7	6	88	17	1.9	0.8	208	0	-1	0.8
Cc1cc(OC(C)C(=O)NCc2ccccn2)c2c(C)cc(=O)oc2c1 (stereo not drawn)	1.4	12	-7	102	-12	0.7	2.8	-7	-5	-4	-0.3
CCCC(=O)Nc1ccc(NC(=S)NC(=O)c2ccccc2[N+](=O)[O-])cc1	-3.2	-7	15	78	8	3.7	0.5	-23	-8	13	1.5
O=C(NC(=S)Nc1ccc(-c2ccccc2)cc1)c1ccccc1	0.1	12	-1	92	23	nt	3.0	nt	-1	2	nt
COc1ccc(CC(=O)NCc2ccco2)cc1OC	-0.9	-3	4	125	4	1.1	1.6	6	-10	14	-1.1
O=C(c1ccncc1)N1CCN(S(=O)(=O)c2ccc(OC(F)(F)F)cc2)CC1	-1.8	0	7	nt	18	0.3	2.4	-1	-5	19	1.6
O=C(CN1CCCCC1)Nc1cc(Cl)ccc1Cl	1.3	-4	-6	nt	-10	2.6	0.9	3	?	-14	0.2
CC1C/C(=N/Nc2ccc([N+](=O)[O-])cc2[N+](=O)[O-])CC(C)(C)C1 (stereo not drawn)	1.6	-15	-10	nt	18	1.8	1.4	-6	-6	1	-2.5
C[N+](C)(C)CC(=O)N1CCN(c2ccc3ccccc3n2)CC1	-1.0	-2	5	106	0	nt	1.9	203	-8	-2	nt
COc1ccc(NCC(O)COc2ccc(C(C)(C)C)cc2)cc1 (stereo not drawn)	8.6	-5	-39	nt	-38	3.7	4.6	8	0	-2	2.5
COc1ccc(CN2[C@@H](CC(=O)O)c3cc(F)ccc3S2(=O)=O)cc1	-2.6	-6	14	101	nt	2.2	3.6	-7	4	-8	-0.2
COC(=O)[C@H](Cc1c[nH]c2ccccc12)NC(=O)Cc1c[nH]c2ccccc12	-1.7	-8	8	nt	-12	-0.7	2.1	5	-10	-6	-1.3
O=C(Cc1c(F)cccc1Cl)NCCCn1ccnc1	0.3	-8	-2	99	-1	0.1	1.2	21	-5	22	0.1
COCCNC(=O)c1c[nH]c2ccc(S(=O)(=O)N3CCOCC3)cc2c1=O	-2.6	-1	13	nt	-4	2.2	2.0	32	6	-14	-0.4
Cc1ccc(NC(=O)c2sc(=S)n(-c3cc(C)ccc3F)c2N)cc1	4.2	-16	-19	nt	-5	-0.5	-1.6	9	-4	-30	-0.9
O=C(Cn1nc(-c2nn(CC(=O)c3ccccc3)c3[n+]2CCCCC3)[n+]2c1CCCCC2)c1ccccc1	nt	nt	nt	114	nt	-0.3	1.9	-3	nt	9	1.0
COc1ccccc1NC(=O)CN1C(=O)C2(OCCCO2)c2ccccc21	-1.6	-11	9	94	nt	0.9	nt	-3	2	-3	-1.4
O=C(NCCCN1CCOCC1)C(=O)NCc1ccco1	1.5	-11	-11	98	7	2.8	3.2	-16	4	7	-2.3
Cc1cc([N+](=O)[O-])nn1CC(=O)NCc1nc2ccccc2[nH]1	-2.8	-9	13	109	8	3.1	6.0	-21	-23	9	2.9
Cc1cccc(-c2cnn(-c3ccccc3)c2N)c1	-0.8	2	4	102	15	-1.6	1.5	13	-3	-10	0.7
CC1Cc2ccccc2N1C(=O)CCNS(=O)(=O)c1cccc2nsnc12 (stereo not drawn)	0.7	-5	-3	116	20	1.1	0.9	2	-6	-5	-1.4
O=C(CCl)N(CCCNC(=O)C(F)(F)F)c1ccc([N+](=O)[O-])cc1	18*	4	-94	99	-14	-1.0	-2.4	-7	9	1	-3.5
C/C(=N/NS(=O)(=O)c1ccc(Cl)cc1)c1cccc(NC(=O)c2ccc(Cl)cc2Cl)c1	6.2	2	-26	nt	-4	4.3	3.3	-7	-1	-1	2.0
COc1cc(NC(=O)CSc2nc(C)c(C)c(C)n2)c(C)cc1[N+](=O)[O-]	-1.3	-6	7	124	11	0.9	1.7	-10	13	2	1.2
O=C(NNC(=S)Nc1cccc(C(F)(F)F)c1)c1ccccc1Cl	-3.1	16	16	97	-53	1.6	2.4	-6	-21	2	-0.4
COc1ccc(C(CNC(=O)c2cc3c(s2)CCC(C)C3)N2CCOCC2)cc1 (stereo not drawn)	-3.4	-8	14	nt	4	-0.8	-0.9	-3	-6	-6	-2.8
CSc1nn2cc(CCN3CCOCC3)c(-c3ccc(F)cc3)nc2c1C#N	-0.9	8	4	111	nt	4.9	2.0	8	-7	9	-1.5
Cc1cccc(NC(=O)C(CC(C)C)NC(=O)C2CCC(C)CC2)n1 (stereo not drawn)	-1.1	-4	6	96	-20	2.2	0.6	-10	-2	-3	-1.0

Looked up one by one from above:
SMILES	OPRM1-OPRD1 ag	PKA-R1A activ	MOR-DOR inv ag	DSG3 Ab inh	PfHsp90 set2	AddAB inh	phage Ecoli inh	Mot1-301 SUMO	Tat export inh	Arr AP2 block	Ecoli viability
O=C(CCl)N(CCCNC(=O)C(F)(F)F)c1ccc([N+](=O)[O-])cc1	18*	4	-94	99	-14	-1.0	-2.4	-7	9	1	-3.5
O=C(NCCCN1CCOCC1)C(=O)NCc1ccco1	1.5	-11	-11	98	7	2.8	3.2	-16	4	7	-2.3
Cc1cc([N+](=O)[O-])nn1CC(=O)NCc1nc2ccccc2[nH]1	-2.8	-9	13	109	8	3.1	6.0	-21	-23	9	2.9
CSc1nn2cc(CCN3CCOCC3)c(-c3ccc(F)cc3)nc2c1C#N	-0.9	8	4	111	nt	4.9	2.0	8	-7	9	-1.5
Cc1cccc(NC(=O)C(CC(C)C)NC(=O)C2CCC(C)CC2)n1 (stereo not drawn)	-1.1	-4	6	96	-20	2.2	0.6	-10	-2	-3	-1.0

An unsorted share of the library; about 2.8% have a hit in one of these screens.
